SUMO HTRF inh: blocks human SUMOylation mediated by UBC9. P63279. HTRF SUMOylation assay, SAE1/SAE2 + UBC9, in vitro. inhibition, % at 35 µM. 290,000 tested, 0.36% active; in the data active = inhibition above about 50%, passing the limit was not always enough; note: strong numbers were not always called active
NALP1 inh: inhibitors of NALP1 inflammasome in yeast; S. cerevisiae NALP1/ASC/caspase-1 growth, X-gal OD620, 72 h; inhibition, % at 10 µM; 280,000 tested, 0.61% active; in the data active = inhibition mostly above about 24%, no sharp cut-off; inactive = mostly below about 32%; note: some compounds called inactive have numbers as strong as hits
pCIP destab: lowers stability of the mouse p/CIP coactivator protein; 290,000 tested, 0.01% active; F442A p/CIP-EGFP cells, EGFP fluorescence, 16 h; decrease of EGFP signal, % at 10 µM; AID 1984; Q05BA5;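 active = EGFP signal decrease of at least 30% at 10 µM or well 3 SD below plate mean, unless failing retest; inactive = the rest, including hits failing retest or dose response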; note: some compounds called inactive have numbers as strong as hits; many of its hits are not listed in these tables
MEKK2mut PB1 HTS: signal of MEK5 binding to mutant human MEKK2 PB1 domain | bead flow cytometry, Alexa488-MEK5 binding to MEKK2 mutant | percent response, % at 10 µM | 290,000 tested, 0.35% active; in the data active = percent response above about 24%, passing the limit was not always enough; note: inactives centre near 1; some results filed as inactive read as strong as hits; reference of the scale not given here
MEKK2 WT-MEK5: raises or lowers MEK5 binding to wildtype human MEKK2 PB1 domain; bead flow cytometry, Alexa488-MEK5 binding to MEKK2 WT; actives lie on both sides; binding response (% of control), % at 10 µM; 290,000 tested, 1.1% active; AID 1531; in the data active = binding response below about 67% or above about 130%
IDE cell inh: inhibitors of human insulin-degrading enzyme in cells; HEK cells, FAbetaB cleavage, fluorescence polarization; inhibition, % at 5.59 µM; 320,000 tested, 0.41% active; AID 434962;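 active = percent inhibition above the average of all tested compounds plus 3 SD, set per screening campaign, cut at about 16% in these data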;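 note: IDE supplied by intact live HEK cells; FP after avidin binding of uncleaved biotin substrate so inhibition keeps polarization high; 0% = DMSO wells and 100% = 60 µM reference IDE inhibitor Ii1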
Target sequence (P14735 whole entry, looked up): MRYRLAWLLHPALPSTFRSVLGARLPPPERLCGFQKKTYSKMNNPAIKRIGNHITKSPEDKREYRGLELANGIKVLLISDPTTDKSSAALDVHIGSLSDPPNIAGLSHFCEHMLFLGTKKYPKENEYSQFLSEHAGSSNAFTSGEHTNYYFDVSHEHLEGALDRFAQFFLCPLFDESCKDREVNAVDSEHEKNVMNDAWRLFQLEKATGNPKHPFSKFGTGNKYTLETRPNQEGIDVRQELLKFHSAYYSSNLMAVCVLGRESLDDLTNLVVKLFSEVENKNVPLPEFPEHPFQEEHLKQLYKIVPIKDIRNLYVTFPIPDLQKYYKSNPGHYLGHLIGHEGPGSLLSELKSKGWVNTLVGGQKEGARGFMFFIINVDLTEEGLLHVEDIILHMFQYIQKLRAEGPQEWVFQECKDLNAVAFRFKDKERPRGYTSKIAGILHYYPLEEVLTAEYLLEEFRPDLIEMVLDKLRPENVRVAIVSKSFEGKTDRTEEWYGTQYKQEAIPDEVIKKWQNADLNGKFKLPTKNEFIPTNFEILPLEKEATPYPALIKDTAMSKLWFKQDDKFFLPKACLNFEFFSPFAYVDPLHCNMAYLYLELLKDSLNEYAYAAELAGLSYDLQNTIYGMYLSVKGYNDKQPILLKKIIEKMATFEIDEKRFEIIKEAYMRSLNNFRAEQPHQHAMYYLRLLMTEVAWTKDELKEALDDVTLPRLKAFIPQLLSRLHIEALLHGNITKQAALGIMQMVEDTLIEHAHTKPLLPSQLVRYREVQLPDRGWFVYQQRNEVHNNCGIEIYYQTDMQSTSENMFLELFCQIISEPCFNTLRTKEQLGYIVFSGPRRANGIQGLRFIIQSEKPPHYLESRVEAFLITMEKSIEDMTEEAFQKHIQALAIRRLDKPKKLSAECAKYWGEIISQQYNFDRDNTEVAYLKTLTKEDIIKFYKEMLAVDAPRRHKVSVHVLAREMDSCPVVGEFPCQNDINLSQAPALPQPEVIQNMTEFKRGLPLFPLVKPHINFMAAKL
MEKK3 PB1 HTS: modulators (inhibitors or enhancers) of MEK5 binding to human MEKK3 PB1 domain | Q99759 | bead-based flow cytometry, Alexa488-MEK5 binding to MEKK3; actives lie on both sides; 0 = blocked by unlabeled MEK5, 100 = vehicle | binding response (% of control), % at 10 µM | 290,000 tested, 1.4% active;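 active = binding response more than 3 SD above or below the average of its plate-row segment, actives on both sides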;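 note: Alexa488 bead fluorescence after subtracting the streptavidin-only scavenger bead signal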
IDE act: boosts human insulin-degrading enzyme activity in HEK cells | 340,000 tested, 0.073% active | AID 493087 | P14735 | FAbeta-B cleavage, fluorescence polarization; 0% vehicle, 100% cell-free pure enzyme wells | activation, % at 5.96 µM;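 active = activation above the mean of all tested compounds plus 3 SD, set per screening campaign, cut at about 17% in these data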
M18AAP inhibitor: PfM18AAP enzyme inhibition; recombinant PfM18AAP, H-Glu-NHMec fluorogenic cleavage; inhibition, % at 7.35 µM; 290,000 tested, 1.2% active;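 active = inhibition above the campaign mean inhibition over all tested compounds plus 3 SD, cut at about 28% in these data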;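 note: 0% = plate median of test compound wells and 100% = 2 mM ZnCl2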
The depositor's hits bear a star; / = no result given. A portion of the library. The share of hits here may be higher or lower than overall.

#1 O=C(CSc1nnc(COc2ccccc2)o1)Nc1nccs1
#2 COc1ccc(C(=O)NC2CCN(S(=O)(=O)c3ccc(F)cc3)CC2)cc1
#3 COc1ccc(C(=O)NNC2=NCCCCC2)cc1
#4 Brc1ccccc1-c1nnc(COc2ncnc3c2cnn3-c2ccccc2)o1
#5 Cc1ccc(NC(=O)c2c(O)c3ccccc3n(C)c2=O)nc1
#6 COc1ccc(/C=C/C(=O)N(CC(C)C)CC(C)C)cc1Br
compound no.	1	2	3	4	5	6
SUMO HTRF inh	16	-5	-13	9	16	-10
NALP1 inh	29	3	11	10	12	31
pCIP destab	-6	-10	9	-7	3	-14
MEKK2mut PB1 HTS	-2	14	0	22	-1	3
MEKK2 WT-MEK5	99	104	112	111	99	106
IDE cell inh	0	3	4	-7	5	8
MEKK3 PB1 HTS	109	100	123	110	97	104
IDE act	0	0	3	3	-2	9
M18AAP inhibitor	26	-2	-4	-5	-4	-9

Random excerpt: 3 entries already listed
#2 COc1ccc(C(=O)NC2CCN(S(=O)(=O)c3ccc(F)cc3)CC2)cc1
#5 Cc1ccc(NC(=O)c2c(O)c3ccccc3n(C)c2=O)nc1
#6 COc1ccc(/C=C/C(=O)N(CC(C)C)CC(C)C)cc1Br
compound no.	2	5	6
SUMO HTRF inh	-5	16	-10
NALP1 inh	3	12	31
pCIP destab	-10	3	-14
MEKK2mut PB1 HTS	14	-1	3
MEKK2 WT-MEK5	104	99	106
IDE cell inh	3	5	8
MEKK3 PB1 HTS	100	97	104
IDE act	0	-2	9
M18AAP inhibitor	-2	-4	-9

(next part)
#7 O=C1/C(=C/c2cccc(F)c2)CSc2sccc21
#8 CC1=C(C(=O)N2CCOCC2)C(c2cccc3ccccc23)NC(=S)N1 (stereo not drawn)
#9 O=C(Cn1c(=O)c2cccn2c2ccccc21)NCc1cccc(F)c1
#10 COc1cc(CSC)nc(-c2ccccc2)n1
#11 O=C(Cn1cnc2ccccc21)c1ccc(Cl)cc1
#12 COCCNC(=O)C(c1ccc(Cl)cc1)N(C(=O)CCC(=O)Nc1ccccn1)C1CCCC1 (stereo not drawn)
compound no.	7	8	9	10	11	12
SUMO HTRF inh	9	17	16	-5	8	11
NALP1 inh	17	/	8	3	22	-32
pCIP destab	5	-17	-26	0	-11	0
MEKK2mut PB1 HTS	8	14	-3	-11	6	8
MEKK2 WT-MEK5	102	116	97	93	112	104
IDE cell inh	4	4	4	3	-1	0
MEKK3 PB1 HTS	101	108	95	104	106	106
IDE act	3	6	-1	2	7	1
M18AAP inhibitor	-11	6	-2	-3	-8	2

#13 CC1(C)Cc2nc3sc4c(SCC(=O)NCc5ccco5)ncnc4c3cc2CO1
#14 O=C(Cc1ccc(F)cc1)N(c1ccccc1)C1C=CS(=O)(=O)C1 (stereo not drawn)
#15 Cc1ccc(OCCSc2nc3ncnc(N)c3[nH]2)cc1
#16 COc1ccc(Cl)cc1NC(=S)NCc1ccc(S(N)(=O)=O)cc1
#17 O=C(CCN1CCN(c2ccccc2)CC1)Nc1ccc2c(c1)OCO2
#18 Cn1c(=N)c(S(=O)(=O)c2ccccc2)cc2c(=O)n3ccccc3nc21
compound no.	13	14	15	16	17	18
SUMO HTRF inh	21	-14	16	1	-10	19
NALP1 inh	-3	3	10	9	1	8
pCIP destab	-7	0	-4	10	-7	10
MEKK2mut PB1 HTS	-1	/	4	-2	5	4
MEKK2 WT-MEK5	97	/	102	96	106	105
IDE cell inh	-6	-8	7	2	-5	4
MEKK3 PB1 HTS	97	/	101	100	99	104
IDE act	-10	-5	-4	-1	2	2
M18AAP inhibitor	4	-3	-2	-6	1	-7

#19 O=C(O)c1ccccc1C(=O)Nc1ccc(Oc2ccccc2)cc1
#20 Oc1ccccc1C=Nc1cccc2ccccc12
#21 CCc1cc(C(=O)N2CCCC(CCC(=O)NCc3cccc(OC)c3)C2)no1 (stereo not drawn)
#22 COc1ccc(C(=O)C2CCCN(C(=O)c3cc(C(C)C)no3)C2)cc1F (stereo not drawn)
#23 COc1ccc(Cl)cc1NC(=O)N(C)Cc1c(C)nn(C)c1C
#24 COCC(=O)Nc1nnc(-c2cccs2)s1
compound no.	19	20	21	22	23	24
SUMO HTRF inh	16	43	5	-2	6	15
NALP1 inh	16	3	1	1	14	18
pCIP destab	-1	-8	-5	2	0	-8
MEKK2mut PB1 HTS	-22	10	18	5	-3	3
MEKK2 WT-MEK5	83	112	115	102	99	112
IDE cell inh	-1	1	2	7	6	0
MEKK3 PB1 HTS	78	104	106	103	95	106
IDE act	/	6	3	5	0	9
M18AAP inhibitor	-11	12	-1	3	-12	-6

#25 CCCCOc1ccc(C(=O)N/C(=C/C=C/c2ccccc2)C(=O)NCCO)cc1
#26 O=C(COc1ccc(Cl)cc1)Nc1ccccc1C(=O)NCc1ccco1
#27 Cc1csc(NC(=O)CSc2nnc3c4ccccc4nc(C(C)(C)C)n23)n1
#28 O=C1CCC(C(=O)N2CCCCCC2)CN1CCc1ccc(Cl)cc1 (stereo not drawn)
#29 Cc1ccc(C2NCCS2)cc1 (stereo not drawn)
#30 CCC(=O)NC(c1ccccc1Cl)c1c(O)ccc2ccccc12 (stereo not drawn)
compound no.	25	26	27	28	29	30
SUMO HTRF inh	2	11	-11	0	-1	-3
NALP1 inh	27	12	9	13	-1	22
pCIP destab	-6	0	-13	-12	5	-7
MEKK2mut PB1 HTS	1	3	-7	-4	-14	8
MEKK2 WT-MEK5	101	102	91	100	68	91
IDE cell inh	-4	6	-1	-2	-2	-5
MEKK3 PB1 HTS	102	100	90	98	77	98
IDE act	1	4	0	0	0	2
M18AAP inhibitor	3	5	-15	-8	-11	9

#31 CC1(C)CC(=O)C=C(NCCN2CCN(C(=S)NC3CCCCC3)CC2)C1
#32 COc1cccc(CCNC(=O)CCc2nnc(Cc3cc(OC)ccc3OC)o2)c1
#33 CCn1c(/C=C/c2ccc(O)c(O)c2)nc2ccccc2c1=O
#34 COCCN(Cc1cc2ccc(C)c(C)c2nc1Cl)C(=O)N1CCOCC1
#35 CCOC(=O)N1CCN(S(=O)(=O)c2ccc(C(=O)N(CCCN(C)C)c3nc4ccc(CC)cc4s3)cc2)CC1
#36 Cc1ccc(-n2c(=O)[nH]cc(C(=O)N3CCc4ccccc43)c2=O)cc1C
compound no.	31	32	33	34	35	36
SUMO HTRF inh	20	5	-4	-14	3	-2
NALP1 inh	-5	13	-8	-12	31	36
pCIP destab	2	-4	2	-21	-2	-1
MEKK2mut PB1 HTS	-2	3	-5	-4	19	6
MEKK2 WT-MEK5	101	104	86	97	133	107
IDE cell inh	4	-2	/	-4	3	-3
MEKK3 PB1 HTS	98	103	100	100	102	102
IDE act	2	2	-26	6	7	5
M18AAP inhibitor	-4	-9	54*	3	9	-1

#37 O=C1CC(N2CCN(Cc3ccc4c(c3)OCO4)CC2)C(=O)N1c1cccc(Cl)c1 (stereo not drawn)
#38 CC(=O)NC(=S)Nc1ccc(NC(=S)NC(=O)/C=C/c2ccco2)cc1
#39 Cc1ccc(C(=O)CNc2ccc(C)c(Cl)c2)cc1
#40 CCc1nn(CC(=O)NCCc2ccc(OC)cc2OC)c(=O)c2cc3occc3n12
#41 Cc1c(C)c(C)c(C(=O)CCc2cccc(NC(=O)CCC(=O)O)c2)c(C)c1C
#42 Cc1ccc(/C=N/NC(=O)Cc2cccn2C)cc1
compound no.	37	38	39	40	41	42
SUMO HTRF inh	8	66	1	-8	17	5
NALP1 inh	-1	/	14	14	13	13
pCIP destab	-4	-5	6	2	-1	-2
MEKK2mut PB1 HTS	1	18	1	1	7	-13
MEKK2 WT-MEK5	106	104	97	102	106	78
IDE cell inh	1	-2	5	1	-2	1
MEKK3 PB1 HTS	102	112	100	98	104	77
IDE act	3	14	1	7	4	-1
M18AAP inhibitor	-11	-6	4	1	-11	10

#43 CC(C)NC(=O)NCCCCCCS(C)=O (stereo not drawn)
#44 CCCCNC(=O)C1CCN(S(=O)(=O)N2CCCCCC2)CC1
#45 Cc1c(CN(C)C)c2c(n1C)C(=O)c1ccc(Br)cc1-2
#46 COc1ccc(/C(=C\Nc2ccc(C)c(C)c2)C(C)=O)cc1OC
#47 Cc1nn(C)cc1S(=O)(=O)Nc1ccccc1Br
#48 Cc1ccc(-n2c(SCC(N)=O)nnc2-c2ccc(S(=O)(=O)N3CCCCC3)cc2)c(C)c1
compound no.	43	44	45	46	47	48
SUMO HTRF inh	-2	9	-8	19	13	1
NALP1 inh	-6	30	13	-24	15	9
pCIP destab	-1	4	0	-1	-3	0
MEKK2mut PB1 HTS	3	0	0	0	3	-6
MEKK2 WT-MEK5	105	102	100	106	103	92
IDE cell inh	4	-8	4	-6	-3	0
MEKK3 PB1 HTS	103	100	99	104	97	96
IDE act	2	-5	-1	9	2	-4
M18AAP inhibitor	6	2	-5	4	-11	-5

#49 Cc1ccc2nc(N3CCN(C(=O)c4ccco4)CC3)c3nncn3c2c1
#50 CCOC(=O)c1c(NC(=O)c2ccco2)sc(C(=O)N2CCCC2)c1C
#51 Cn1c(SCC(=O)c2ccc3c(c2)OCCO3)nnc1C(F)(F)F
#52 O=C1N/C(=C/c2ccco2)C(=O)N1Cc1ccccc1F
#53 O=C(O)COc1ccccc1/C=N/Nc1ccc(S(=O)(=O)N2CCOCC2)cc1[N+](=O)[O-]
#54 CC(=O)Nc1cccc(NC(=O)CSc2nnc(Cc3cccn3C)n2CCc2ccccc2)c1
#55 COc1ccc(NC(=O)c2ccc3c(c2)C(=O)N(CC2CCCO2)C3=O)cc1 (stereo not drawn)
#56 CNC(=O)COC(=O)/C=C/c1cccs1
#57 NS(=O)(=O)c1ccc(CNS(=O)(=O)Cc2ccc(Cl)cc2)cc1
compound no.	49	50	51	52	53	54	55	56	57
SUMO HTRF inh	13	27	9	12	8	-20	18	13	0
NALP1 inh	0	12	29	37	6	-1	6	-1	2
pCIP destab	-6	-7	-4	-4	-26	-1	-14	-2	4
MEKK2mut PB1 HTS	2	1	12	-8	/	6	-2	-6	8
MEKK2 WT-MEK5	97	104	102	96	/	98	95	98	105
IDE cell inh	0	2	2	5	-4	1	-4	5	9
MEKK3 PB1 HTS	100	103	99	91	/	98	102	101	103
IDE act	-3	4	4	4	6	-1	-1	1	5
M18AAP inhibitor	-3	-2	2	-6	-4	-1	-3	-6	-2

Copied from the list:
SUMO HTRF inh with COCCNC(=O)C(c1ccc(Cl)cc1)N(C(=O)CCC(=O)Nc1ccccn1)C1CCCC1 (stereo not drawn) is entered as 11
M18AAP inhibitor with COc1cccc(CCNC(=O)CCc2nnc(Cc3cc(OC)ccc3OC)o2)c1 is entered as -9
